Kir21 block = Kir2.1 (mouse) channel inhibition; P35561; HEK293-Kir2.1, FluxOR thallium flux fluorescence; stronger effect = lower value; B-score at 10 µM; hit rate 0.85% among 310,000; AID 1672;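 active means fluorescence ratio B-score at or below minus 3 SD of library scores, with starting-brightness B-score within 2 SD, cut at about -4.2 in these data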;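 further: channel flux triggered by added potassium and thallium sulfate stimulus; B-score of peak minus minimum fluorescence over baseline after thallium stimulus; more negative B-score means stronger Kir2.1 block with less thallium influx; some compounds called inactive have numbers as strong as hits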
Target sequence (P35561 whole entry, looked up): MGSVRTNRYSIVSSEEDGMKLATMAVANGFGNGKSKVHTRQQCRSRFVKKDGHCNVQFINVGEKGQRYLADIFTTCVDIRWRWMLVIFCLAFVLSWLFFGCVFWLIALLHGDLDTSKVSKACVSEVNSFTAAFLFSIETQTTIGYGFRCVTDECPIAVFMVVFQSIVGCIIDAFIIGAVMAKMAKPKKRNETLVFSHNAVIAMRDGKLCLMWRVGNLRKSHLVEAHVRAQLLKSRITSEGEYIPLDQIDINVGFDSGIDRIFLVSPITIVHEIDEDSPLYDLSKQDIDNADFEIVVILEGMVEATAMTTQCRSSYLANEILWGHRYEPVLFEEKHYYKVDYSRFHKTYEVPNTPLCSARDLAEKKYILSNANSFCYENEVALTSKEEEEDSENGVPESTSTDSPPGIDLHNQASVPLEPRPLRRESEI
CHT block = inhibitors of human choline transporter CHT. Q9GZV3. CHT-expressing cells, membrane potential dye, choline response; stronger effect = lower value. B-score at 10 µM. hit rate 0.86% among 310,000. AID 488975;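 active means B-score over 3 SD under the library average, and starting fluorescence ratio not unusually high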;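 further: choline stimulus applied at its EC90 after an EC20 pre-addition; B-score computed on integrated fluorescence ratio after choline addition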
Target sequence (Q9GZV3 whole entry, looked up): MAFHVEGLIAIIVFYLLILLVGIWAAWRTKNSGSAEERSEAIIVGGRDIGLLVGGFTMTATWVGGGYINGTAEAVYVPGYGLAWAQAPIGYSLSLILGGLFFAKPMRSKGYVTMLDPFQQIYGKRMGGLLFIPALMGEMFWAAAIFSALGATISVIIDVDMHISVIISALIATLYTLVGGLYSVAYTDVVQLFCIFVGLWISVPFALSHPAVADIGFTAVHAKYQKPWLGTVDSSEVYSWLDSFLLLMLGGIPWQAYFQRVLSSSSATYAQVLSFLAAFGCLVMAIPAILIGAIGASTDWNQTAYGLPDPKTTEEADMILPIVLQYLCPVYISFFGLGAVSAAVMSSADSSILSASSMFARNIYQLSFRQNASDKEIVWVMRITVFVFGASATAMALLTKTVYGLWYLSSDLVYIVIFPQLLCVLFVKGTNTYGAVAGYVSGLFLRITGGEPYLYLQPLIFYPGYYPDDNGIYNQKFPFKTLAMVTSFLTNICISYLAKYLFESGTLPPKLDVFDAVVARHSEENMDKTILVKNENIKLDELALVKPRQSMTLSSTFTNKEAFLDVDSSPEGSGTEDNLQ
Active calls of the source: *; i = inactive; nt = no result given.

Below each SMILES – Kir21 block, CHT block
OC(COc1ccc2ccccc2c1)CN1CCCC1 (stereo not given)
  0.03, i
O=C(c1ccc(Cn2c(=O)[nH]c3ccccc3c2=O)cc1)N1CCN(c2ccccc2)CC1
  -0.11, i
O=C(O)C1C2C=CC(C2)C1C(=O)N1CCN(C/C=C/c2ccccc2)CC1 (stereo not given)
  0.74, i
CCN1C(=O)CCCc2ccccc21
  0.04, i
O=C(CSc1ccc2nnc(-c3ccccc3)n2n1)NCc1ccc2c(c1)OCO2
  -1.5, i
CC(Cc1ccsc1)NC(=O)CCc1nnc(COc2ccccc2)o1 (stereo not given)
  -0.3, i
Cc1c(NC(=O)c2cc3nc(-c4ccc(Br)cc4)cc(C(F)(F)F)n3n2)c(=O)n(-c2ccccc2)n1C
  0.1, i
CCCCN(C)C(=O)CSc1nc(NCc2ccc(OC)cc2)c2ccccc2n1
  -1.6, i
O=C(CSc1nnc(CNC(=O)c2ccco2)o1)Nc1ccc(F)cc1F
  0.12, i
CC1(C)CC(=O)C2=C(C1)N(c1ccccc1C#N)C(N)=C(C#N)C2c1cccs1 (stereo not given)
  -0.41, i
Cc1ccc(-n2nnc3c(=O)n(Cc4ccccn4)cnc32)cc1C
  -0.68, i
CCOCCCn1c(=S)[nH]c2cc(C(=O)N3CCN(c4ccccc4)CC3)ccc2c1=O
  2.9, i
O=C(N/N=C/c1ccc[nH]1)c1cc(-c2ccc(Cl)cc2)nc2ccccc12
  -0.61, i
N#C/C(=C\c1ccc(-c2ccccc2)cc1)c1nc(-c2ccco2)cs1
  0.78, i
COc1ccccc1CNC(=O)CCNS(=O)(=O)c1ccc2c(c1)oc(=O)n2C
  -0.01, i
Cc1cc(C)cc(NC(=O)CN2CCC(NC(=O)Cc3ccccc3)CC2)c1
  0.94, i
CCCN1CCN(C(=O)Cn2nc(C)n3c(cc4sccc43)c2=O)CC1
  1.9, i
Cc1ccc(-n2nc3c(=O)n(CCCC(=O)NCc4ccc(C)o4)nc(C)c3c2C)cc1
  -0.62, i
COc1ccc(C)cc1-n1nnnc1SCC1CCCCO1 (stereo not given)
  -4.7*, i
CCOC(=O)c1nnn(-c2nonc2-n2cccc2)c1CN1CCC(C)CC1
  -1.4, i
O=C(CSc1ccc(-c2cccc([N+](=O)[O-])c2)nn1)N1CCCCC1
  -2.7, i
Cc1ccc(S(=O)(=O)NCCN2CCOCC2)c(C)c1
  -1.9, i
O=C(/C=C/c1cc([N+](=O)[O-])ccc1OC(F)F)Nc1cccc(OC(F)F)c1
  -0.61, i
CCOC(=O)N1CCC(N2C(=O)c3ccccc3C2Nc2ccc(S(=O)(=O)N3CCCCC3)cc2)CC1 (stereo not given)
  -0.11, i
CN(CC(=O)NCc1ccccc1Cl)S(=O)(=O)c1ccc2c(c1)n(C)c(=O)c(=O)n2C
  1.4, i
COc1ccc(C(=O)COC(=O)CN2C(=O)C3C4C=CC(C4)C3C2=O)cc1 (stereo not given)
  1.3, i
COc1ccc(OC)c(NC(=O)CNC(=O)c2ccc([N+](=O)[O-])cc2)c1
  -2.3, i
CCOc1ccc(/C=N/n2c(C3CCCCC3)n[nH]c2=S)cc1
  0.02, i
C=CCn1c(SCC(=O)Nc2nnc(C)s2)nnc1-c1cccnc1
  1.9, i
COc1ccccc1OCCn1c(=S)[nH]c2ccccc21
  0.72, i
CCOCCCNC(=O)C1CCN(S(=O)(=O)c2ccc(C)cc2)CC1
  0.39, i
O=C(CNC(=O)c1ccc(S(=O)(=O)N2CCCC2)cc1)N/N=C/c1c(Cl)cccc1Cl
  -0.02, i
Cn1cnnc1Sc1ccc(C(=O)OCC(=O)NCC(F)(F)F)cc1[N+](=O)[O-]
  0.8, i
CC(C)=CC[N+]1(C)CCCCC1
  -0.06, i
Nc1nc(SCC(=O)NCc2ccc(F)cc2)[nH]c(=O)c1NC(=O)c1ccc(Cl)cc1
  -1.7, i
CC1CN(S(=O)(=O)c2cccc(C(=O)NN3CCN(C)CC3)c2)CC(C)O1 (stereo not given)
  -1.5, i
COc1ccc(-n2ncc3c(NC(C)C)ncnc32)cc1
  -0.99, i
COc1ccc(C(=O)OC(C)C(=O)NC(C)CCc2ccccc2)cc1[N+](=O)[O-] (stereo not given)
  0.47, i
C(=N\N1CCN(Cc2ccccc2)CC1)/c1cccs1
  1.9, i
CSc1cccc(NC(=S)N(Cc2ccc(C)cc2)Cc2cccnc2)c1
  1.2, i
NS(=O)(=O)OCCCc1ccc(C(F)(F)F)cc1
  0.02, i
Cc1ccc(S(=O)(=O)N[C@H](C(=O)N2CCC(C(=O)N3CCC[C@H]3C(=O)O)CC2)C(C)C)cc1
  -1.6, nt
CSCC[C@H](NC(=O)Nc1ccc(OC(F)(F)F)cc1)C(=O)O
  -0.14, i
O=C(Nc1ccc(F)cc1)c1csc(Cc2ccccc2)n1
  0.26, i
O=C(c1ccc(C(=O)N2CCCc3ccccc32)s1)N1CCCc2ccccc21
  -0.65, i
O=C(c1ccc(O)cc1)c1ccc(C(=O)c2ccc(O)cc2)cc1
  1.4, i
COC(=O)c1ccccc1NC(=O)CN1CCC(C)CC1
  -1.9, i
COc1ccc(CN2CCCN(S(=O)(=O)c3ccc(Br)cc3)CC2)cc1
  -6.8*, i
CCC(=O)NC1(C(F)(F)F)C(=O)Nc2c1c(=O)[nH]c(=O)n2Cc1ccco1 (stereo not given)
  0.37, i
Cc1nn(Cc2ccc([N+](=O)[O-])cc2)c(=O)n1-c1ccc(F)cc1
  2.8, i
CCN1CCN(C(=O)c2cc3cc4cc(OC)ccc4nc3s2)CC1
  -2.2, i
COC(=O)c1c(NC(=O)CC2Nc3ccccc3NC2=O)sc(C)c1C (stereo not given)
  -0.02, i
CC1(C)Cc2c(sc(NC(=O)c3ccco3)c2C#N)CO1
  -0.06, i
O=c1c2cccnc2[nH]c(=S)n1CCCN1CCN(c2ccccc2F)CC1
  0, i
COc1cccc(OCC(=O)NNC(=O)c2ccc3ccccc3c2O)c1
  -0.35, nt
C=CCOc1ccc(CNC(C)(C)CO)cc1OCC
  1.7, i
C/C(=N\NC(N)=O)c1c(F)cccc1F
  -1.4, i
O=C(CC1C(=O)NCCN1C/C=C/c1ccccc1)NCCc1ccncc1 (stereo not given)
  -0.06, i
S=c1nc(NCc2ccc3c(c2)OCO3)c2ccccc2[nH]1
  1.3, i
O=C(CNC(=O)c1cccs1)NCC(=O)OCc1ccc(Cl)cc1
  -0.48, i

(further entries)
Below each SMILES – Kir21 block, CHT block
COc1ccc(S(=O)(=O)N2CCC(C(=O)Oc3cccc(C)c3)CC2)cc1OC
  -1.2, i
Cc1ccc(C)c(OCc2ccc(C(=O)NN)o2)c1
  -0.53, i
Cc1csc(SCC(=O)N(C)c2c(N)n(Cc3ccccc3)c(=O)[nH]c2=O)n1
  -0.59, i
CCN(CC)CCNC(=O)c1ccc(NC2=NC3CS(=O)(=O)CC3S2)cc1 (stereo not given)
  -0.67, i
CCOC(=O)CSc1nc(=O)n2ccc(C)cc2n1
  0.24, i
Cc1cccc(NC(=O)c2ccc(-n3ccnc3)nc2)c1
  0.58, i
COc1ccc(N2CCN(C(=O)CN(C)S(=O)(=O)c3ccc4c(c3)c(=O)n(C)c(=O)n4C)CC2)cc1
  0.07, i
CCc1ccc(NC(=O)CCNC(=O)Cn2ccc3ccccc3c2=O)cc1
  1.9, i
O=C(NCCN1CCOCC1)c1ccccc1Oc1ccccc1
  -0.47, i
O=c1c2ccccc2nc2n1CCCN2
  0.93, i
CCCCn1c(NC(C)CC)nc2c1c(=O)[nH]c(=O)n2C (stereo not given)
  -0.38, -5.5*
O=C(Nc1ccc(NC(=O)c2ccccc2F)cc1)c1ccccc1F
  2.7, i
CN(C)c1cccc(C(=O)NCC2CCCO2)c1 (stereo not given)
  -1.6, i
O=C(Cc1cccc2ccccc12)N/N=C/c1ccc(Sc2cccc3cccnc23)o1
  0.01, i
CCCN(CC(=O)Nc1ccccc1C)C(=O)/C=C/c1cccs1
  -1.2, i
COC(=O)[C@@H]1CC[C@H](C)[C@@H](c2ccc(C)cc2)N1C(=O)c1ccc(/C=N/O[C@@H](C)CN2CCCCc3nc(C)c(C)cc32)cc1
  1.1, i
C=CCN(C(=O)CCC(=O)Nc1cc(C)on1)C(C(=O)NC(C)(C)C)c1cccc(OC)c1OC (stereo not given)
  -1.2, i
CCOC(=O)CNC(=O)CSc1nc(-c2ccc(OC)cc2)ns1
  1.7, i
Cc1c(C)n(CCc2ccccc2)c2ncnc(NCCCN(C)C)c12
  -0.92, i
Cn1c(C(=O)NCCOc2ccccc2Cl)cc(=O)n(C)c1=O
  -0.12, i
O=C(/C=C/c1cccc([N+](=O)[O-])c1)Nc1ccc(NC(=O)c2cccs2)cc1
  0.89, i
CCCOc1ccc(/C=C/C(=O)N2CCN(c3ccccn3)CC2)cc1
  -0.95, i
CCC(CC)C(=O)Nc1cccc(C(=O)NCc2ccco2)c1
  0.23, i
CCc1ccc(N2CCN(C(=O)c3ccc(OC)c(OC)c3)CC2)cc1
  0.03, i
CC(C)[C@H](N)c1nnc(SCC(=O)c2ccc(Cl)cc2)o1
  0.31, i
C=CCNC(=S)NCC
  0.78, i
CC(CCC(=O)Nc1nncs1)C(=O)O (stereo not given)
  1.1, i
COc1ccc(OC)c(-c2c[n+](=O)c3c(n2[O-])CCCC3)c1
  0.55, i
COc1ccccc1NC(=O)CN(c1ccccc1F)S(C)(=O)=O
  0.57, i
CN(C)/C=C/C(=O)c1cccc(Oc2ncccn2)c1
  0.29, i
CCC(C)(C)NC(=O)CCn1c(-c2ccccc2)cc(C(C)=O)c1C
  -0.66, i
O=C(NCc1ccncc1)NC12CC3CC(CC(C3)C1)C2
  0.25, i
CCc1nnc(NC(=O)c2ccc(OCc3c(C)noc3C)c(OC)c2)s1
  1.2, i
CN1CCN(S(=O)(=O)c2ccc(NC(=O)C(C)(C)C)cc2)CC1
  0.36, i
O=C1c2ccccc2C(=O)N1CCCn1ccnc1
  0.06, i
COc1ccc2c(CN3CCN(S(=O)(=O)c4cccs4)CC3)cc(=O)oc2c1
  2.6, i
COc1ccc2nc3cccc(OC)c3nc2c1
  -2, i
CCOC(=O)N1CCN(C(=O)/C(=C/c2cccc3ccccc23)NC(=O)c2ccc(OC)c(OC)c2)CC1
  2.5, i
Cc1c(C(=O)NC(=S)NCc2cccnc2)cccc1[N+](=O)[O-]
  1.5, i
S=c1[nH]ncn1/N=C/c1cccs1
  0.42, i
C=CCOC(=O)C1=C(C)NC(SCC(=O)OCC)=C(C#N)C1c1ccc(O)c(OC)c1 (stereo not given)
  1.6, nt
COc1ccc(CCCc2nnc(SCc3nc4ccccc4c(=O)[nH]3)n2C)cc1C
  0.76, i
COc1ccc(NC(=O)CSc2cccc3cccnc23)c(OC)c1
  -0.6, i
O=C(c1ccco1)N1CCN(S(=O)(=O)N2CCOCC2)CC1
  -0.64, i
Cn1c(=O)c2nc(Cl)c(-c3ccccc3)nc2n(C)c1=O
  0.1, i
CCN1C(=O)c2ccccc2S(=O)c2ccc(C(=O)N3CCN(C(=O)c4ccco4)CC3)cc21 (stereo not given)
  0.02, i
COc1cc(C(=O)NCc2cccnc2)ccc1OCC(=O)Nc1cccc(C(F)(F)F)c1
  -2.1, i
COC(=O)/C(C#N)=C/c1c(N2CCCCCC2)nc2ccccn2c1=O
  0.25, i
CC(C)CNC(=S)N(CCN(C)C)Cc1cc2cc3c(cc2[nH]c1=O)OCCO3
  -0.29, i
C/C(N)=C(/C#N)C(=O)CSc1nnc(SCc2ccc(Cl)cc2)s1
  -3.9e-16, i
COCCSc1ccccc1C(=O)Nc1nnc(C)s1
  -0.02, i
CCCCOc1ccc(C(=O)NCC(=O)OC2CCOC2=O)cc1 (stereo not given)
  0.35, -5*
COc1cccc(C(=O)Nc2ccc(NC(=O)c3ccco3)c(Cl)c2)c1
  0.17, i
O=C(NC1CCCC1)c1ccc(CS(=O)Cc2ccccc2Cl)o1 (stereo not given)
  0.55, i
CCc1ccccc1NC(=O)C1CCN(S(C)(=O)=O)CC1
  -0.55, i
OCCC1CN(Cc2cc(F)ccc2-n2cccn2)CCN1Cc1ccc(F)cc1 (stereo not given)
  -1.3, i
CCOC(=O)C1CCN(C(=O)C2CCCCC2)CC1
  -0.85, i
CN1CCN(S(=O)(=O)c2ccc(Cc3ccc(S(=O)(=O)N4CCN(C)CC4)cc3)cc2)CC1
  1.7, i
Cc1ccc(NS(=O)(=O)c2ccc(NC(=O)CSc3ccc(Cl)cc3)cc2)c(C)c1
  -0.07, i
CC(OC(=O)CN1C(=O)NC(C)(C)C1=O)C(=O)c1ccccc1 (stereo not given)
  0.91, i
COc1cc(CNC(C)C)ccc1OCC(=O)Nc1cccc2ccccc12
  -0.19, i

Single records, from the list above. Screens in order: Kir21 block, CHT block
COC(=O)c1c(NC(=O)CC2Nc3ccccc3NC2=O)sc(C)c1C (stereo not given) across the screens: -0.02, i
C=CCn1c(SCC(=O)Nc2nnc(C)s2)nnc1-c1cccnc1 across the screens: 1.9, i
CCC(C)(C)NC(=O)CCn1c(-c2ccccc2)cc(C(C)=O)c1C across the screens: -0.66, i
Cc1cccc(NC(=O)c2ccc(-n3ccnc3)nc2)c1 across the screens: 0.58, i
C(=N\N1CCN(Cc2ccccc2)CC1)/c1cccs1 across the screens: 1.9, i
